# Efflux pump inh = blocks antifungal efflux pumps in multiplex yeast assay. S. cerevisiae Candida pump triplex, Nile Red efflux. inhibition, % at 10 µM. 330,000 compounds, 0.44% hits. AID 485275;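 active = plate passing quality check with inhibition over a set limit, or well fluorescence over plate mean plus 4 SD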;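 also: Nile Red retained in pooled yeast measured as flow cytometry median fluorescence; 0% = buffer negative control and 100% = Enniatin B positive control; higher means more Nile Red kept so more efflux inhibition; some compounds called inactive have numbers as strong as hits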
# PREPL inh = human PREPL enzyme inhibition; Q4J6C6; recombinant PREPL, fluorescence polarization activity-based probe; inhibition, % at 5.96 µM; 320,000 compounds, 0.68% hits; in the data active = inhibition above about 43%;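 also: 0% = enzyme with DMSO and 100% = wells lacking enzyme; many of its hits are not listed in these tables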
# ZTA DNA inh = counter-screen for EBNA-1 inhibitors: inhibitors of Epstein-Barr virus ZTA; P03206; ZTA-DNA binding, fluorescence polarization; inhibition, % at 11 µM; 320,000 compounds, 0.15% hits; in the data active = inhibition above about 33%
# Target sequence (P03206 whole entry, looked up): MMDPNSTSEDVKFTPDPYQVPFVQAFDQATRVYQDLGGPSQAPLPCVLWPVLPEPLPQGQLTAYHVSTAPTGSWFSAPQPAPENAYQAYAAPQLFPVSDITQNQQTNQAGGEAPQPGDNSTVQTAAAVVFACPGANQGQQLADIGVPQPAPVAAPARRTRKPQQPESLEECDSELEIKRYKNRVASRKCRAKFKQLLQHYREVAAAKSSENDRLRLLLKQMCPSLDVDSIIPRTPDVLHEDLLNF
# PP5 primary = PP5 (human) phosphatase inhibition; P53041; purified PP5c, OMFP substrate fluorescence; inhibition, % at 6.7 µM; 320,000 compounds, 0.18% hits; AID 1987;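 active = inhibition above the campaign's mean inhibition across all tested compounds plus 3 SD, cut at about 9.5% in these data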;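 also: 0% = DMSO only and 100% = 100 µM cantharidin control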
# Target sequence (P53041 whole entry, looked up): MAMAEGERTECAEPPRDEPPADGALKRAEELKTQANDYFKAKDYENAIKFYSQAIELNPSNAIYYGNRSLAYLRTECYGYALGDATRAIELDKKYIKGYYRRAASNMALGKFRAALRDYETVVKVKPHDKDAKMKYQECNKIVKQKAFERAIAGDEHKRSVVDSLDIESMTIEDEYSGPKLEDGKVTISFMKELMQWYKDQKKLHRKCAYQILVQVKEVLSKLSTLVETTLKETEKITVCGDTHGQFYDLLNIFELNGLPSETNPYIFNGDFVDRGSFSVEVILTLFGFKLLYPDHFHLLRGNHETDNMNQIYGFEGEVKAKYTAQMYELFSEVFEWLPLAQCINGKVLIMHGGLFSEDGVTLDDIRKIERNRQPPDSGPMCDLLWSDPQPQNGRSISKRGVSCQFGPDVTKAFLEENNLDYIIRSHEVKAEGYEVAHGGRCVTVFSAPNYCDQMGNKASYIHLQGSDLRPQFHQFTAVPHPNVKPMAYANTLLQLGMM
# core dimer inh = HCV core protein dimerization inhibition. AID 1899. 300,000 compounds, 0.33% hits. TR-FRET GST/Flag-core106 dimerization, 1536-well. inhibition, % at 5 µM;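 active = inhibition above the mean of all tested compounds plus 3 SD, set per screening campaign, cut at about 45% in these data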
#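 Test system: GST/Flag-tagged HCV core106 proteins; Medium: KF-containing HEPES buffer, pH 7.45, DTT, CHAPS, BSA; Times: compound-protein-antibody incubation 4 h at 22.5 °C; Detection: TR-FRET 671 and 617 nm emission; Benchmarks: wells lacking GST-core106 and wells with excess unlabelled core106.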
# PP1 counter = PP1-alpha (human) inhibition in PP5 counter-screen | P62136 | purified PP1alpha, OMFP fluorescence | inhibition, % at 6.7 µM | 320,000 compounds, 0.9% hits | AID 2235;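 active = inhibition above the mean inhibition of all tested compounds plus 3 SD, computed separately for each screening campaign, cut at about 15% in these data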
# Fh CTSL1 inh = cathepsin L1 inhibition, PFM18AAP counter-screen. inhibition, % at 5.96 µM. recombinant F. hepatica cathepsin L1, Z-Leu-Arg-MCA fluorescence. 300,000 compounds, 0.49% hits;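 active = inhibition above the mean of all tested compounds plus 3 SD, set per screening campaign, cut at about 17% in these data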;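 also: 0% = plate median of test compound wells and 100% = 1 µM Z-Phe-Ala-diazomethylketone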
# EBNA-1 inh = blocks EBNA-1 binding to DNA; inhibition, % at 14.8 µM; 300,000 compounds, 0.34% hits; EBNA-1 DNA binding, fluorescence polarization; AID 1950; in the data active = inhibition above about 28%
# TPT1 inhibitor = inhibitors of Candida albicans tRNA 2'-phosphotransferase TPT1; recombinant caTPT1, FP RNA substrate dephosphorylation; inhibition, % at 5 µM; 300,000 compounds, 0.81% hits;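 active = inhibition above the mean of all tested compounds plus 3 SD, set per screening campaign, cut at about 24% in these data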;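 also: plate controls were DMSO alone for no effect and ferristatin control at 100 nM for full effect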
# An asterisk follows results filed as active; · = no result given. Not all compounds are listed. The share of hits here may be higher or lower than overall.
smiles,PP1 counter,core dimer inh,PP5 primary,Fh CTSL1 inh,PREPL inh,Efflux pump inh,TPT1 inhibitor,EBNA-1 inh,ZTA DNA inh
CCc1n[nH]c(=S)n1/N=C/c1ccccc1OCc1ccc(Cl)cc1,2.5,16.5,6.2,-35.1,19.6,0.0,1.6,13.4,-0.1
O=C1CSC(c2ccc(Cl)c(Cl)c2)N1c1nccs1 (centres undefined),4.5,·,0.9,·,-22.3,0.1,·,·,-14.6
N#CCC(=O)N/N=C\c1ccccc1OC/C=C/c1ccccc1,2.7,-0.2,-2.8,8.1,7.7,0.0,0.4,-13.9,-17.9
CC(OC(=O)/C=C/c1ccco1)C(=O)Nc1cccc([N+](=O)[O-])c1 (centres undefined),-3.6,13.6,0.9,-34.1,7.8,-0.1,-2.2,-0.6,0.7
N#CCCn1cc(CNC2CCC(O)CC2)c2ccccc21 (centres undefined),-3.3,-4.6,0.3,-1.2,17.7,0.1,0.4,-3.3,3.3
CCOC(=O)c1cccc(NC(=O)/C(=C\c2ccccc2)NC(=O)c2ccccc2Cl)c1,16.7*,-4.5,2.4,2.2,4.4,-0.1,-4.1,-8.9,-13.3
Cc1ccc(CN2CC(C(=O)N3CCN(S(=O)(=O)c4cc(C)ccc4C)CC3)CC2=O)cc1 (centres undefined),-0.7,2.7,1.5,1.1,33.2,0.2,5.8,-2.9,-4.3
CCN(Cc1ccccc1)c1ccc(/C=C(\C#N)c2ccccn2)cc1,3.7,5.1,1.6,1.3,6.2,-0.8,67.4*,-1.9,4.9
CCOC(=O)CCCNC(=O)COC(=O)c1cc(Br)c(Br)s1,-2.4,-3.6,-3.6,3.2,6.9,0.1,-1.0,-4.2,6.0
COC(=O)CC1C(=O)NCCN1C(=O)c1ccccc1 (centres undefined),-2.4,-2.0,-2.3,-0.9,-1.4,-0.1,-1.9,10.0,-1.5
CN(CC(=O)Nc1ccccc1C(F)(F)F)C(=O)c1ccc(-c2ccc(Cl)cc2)o1,-3.3,5.5,1.9,2.7,4.4,-0.1,-0.8,2.3,3.2
O=C(O)CCn1c(Cc2ccccc2)nc2ccccc21,2.5,-0.2,-1.7,-0.6,-4.6,-0.2,-0.3,8.1,-5.4
COCC(=O)N1CCC(Oc2ccc(C(=O)NCCc3ccncc3)cc2)CC1,-0.7,-4.3,0.6,-5.8,4.5,-0.1,-6.7,1.9,-12.5
Cc1c(Br)cc(C(=O)N2CCN(CCO)CC2)c(C)c1C,4.8,-5.4,3.1,-0.4,12.2,0.1,-2.2,-3.4,3.4
Cc1ccccc1NC(=S)NC(=O)CCc1ccccc1,2.0,-1.0,2.4,1.7,7.7,0.1,-2.2,2.4,2.6
COc1ccc(C(NC(=O)C2CCCCC2)c2c(O)ccc3ccccc23)cc1 (centres undefined),6.0,12.8,3.5,3.7,11.1,-0.2,-2.9,10.0,-4.5
Cc1cc2c(NC(=O)Nc3ccc(F)cc3)cccc2nn1,1.7,0.2,3.0,6.2,17.3,0.1,3.2,-8.1,-24.8
COc1ccc(-c2cc(C(=O)N3CCN(c4ccccc4O)CC3)c3ccccc3n2)cc1,1.2,·,7.7,·,-45.4,0.0,·,·,8.0
COc1ccc(Br)cc1C(=O)O,-0.2,-1.5,-0.7,-2.5,3.6,-0.1,-5.6,6.0,-9.9
O=[N+]([O-])c1ccc(-c2ccc(S(=O)(=O)NCCN3CCCC3)cc2)cc1,0.7,5.1,-0.9,4.0,31.6,-0.1,-0.5,0.9,11.1
COc1ccc(C(=O)Nc2ccccc2NC(=O)c2ccco2)cc1OC,0.0,0.9,-3.1,2.3,14.5,-0.1,3.5,1.7,0.0
CC1(C)CC2CC(C)(CN2C(=S)Nc2ccccc2F)C1 (centres undefined),-2.6,-2.2,-2.2,0.3,7.7,0.0,-1.2,-3.5,-10.4
CCOc1ccccc1-n1c(CN2CCN(C(=O)c3ccco3)CC2)nc2ccccc2c1=O,-4.4,6.8,2.2,4.8,13.1,0.3,0.4,-7.3,-8.4
O=C(NC(=S)Nc1cccc(S(=O)(=O)NC2=NCCC2)c1)c1cc(-c2ccco2)nc2ccccc12,9.2,32.1,2.2,3.1,15.8,-0.2,-8.2,-2.0,-6.3
COc1cc(C(CCN2CCCC(C)C2)c2c(OC)cc(OC)c3c(-c4ccccc4)cc(=O)oc23)cc(OC)c1OC (centres undefined),6.9,-19.4,6.4,3.1,-2.8,·,-0.7,-5.5,-14.9
CCOC(=O)c1sc(C)c2c1NC(C)(c1cccc3ccccc13)NC2=O (centres undefined),5.0,13.7,4.4,-0.6,-9.6,-0.1,0.6,-1.2,-4.4
CCOc1ccc(OCC(=O)Nc2cc3c(cc2C(=O)O)OCCCO3)cc1,-1.0,-6.9,-0.9,2.4,7.5,0.1,0.0,-2.4,-0.2
CC(C)CNC(=O)c1cccc(NC(=O)CSc2ccc(Cl)cc2)c1,-2.4,-0.9,0.9,-0.7,0.4,-0.1,0.2,7.5,3.8
CCCn1c(=N)c(S(=O)(=O)c2ccccc2)cc2c(=O)n3cccc(C)c3nc21,0.6,10.1,0.4,-2.9,2.4,-0.3,2.5,9.3,-0.5
O=C(N/N=C/c1c[nH]c2ccccc12)c1cc(Br)ccc1O,3.1,-0.4,-1.5,1.2,9.8,-0.4,1.9,-1.9,18.4
CC(C)(C)c1ccc(C(=O)Nc2ccc([N+](=O)[O-])cn2)cc1,0.8,-0.2,2.0,1.4,7.7,0.0,4.2,-8.2,-4.1
COc1cc2c(cc1OC)C(COc1ccc(F)cc1)N(C(C)=O)CC2 (centres undefined),-0.5,-4.7,2.5,-0.7,2.7,0.1,1.2,-5.1,-18.5
O=C(Nc1cccc(S(=O)(=O)N2CCCCC2)c1)c1ccc2ccccc2n1,2.8,15.0,1.8,-1.4,2.1,-0.2,-0.5,3.2,7.5
C/C=C(/C)C(=O)Nc1cccc(C2=NOC3(C2)C[C@@H](C(N)=O)N(C(=O)c2ccc(OC)cc2)C3)c1 (some centres undefined),-3.0,-8.5,2.5,-2.0,6.4,0.2,-4.2,0.8,-2.6
COc1ccccc1OCC(=O)O/N=C(\N)c1ccccn1,0.9,3.5,0.7,-14.2,6.6,0.3,-2.3,-7.2,-11.7
Cn1ccnc1SCc1cn2ccccc2n1,-4.1,-2.4,0.6,-0.2,-12.5,-0.1,0.8,7.3,-1.4
Cc1ccc(S(=O)(=O)N2CCCC2)cc1C(=O)NCC(C)(C)N1CCOCC1,-5.5,·,1.0,·,6.8,0.4,·,·,3.4
COc1ccc(S(=O)Cc2ccc(C(=O)NCc3cccc(OC)c3)o2)cc1 (centres undefined),-3.4,-1.0,0.7,2.4,0.1,0.0,1.6,4.5,-1.6
Nc1ccc[n+](CC(=O)c2ccccc2)c1,-1.4,-5.6,2.8,-0.6,15.5,-0.1,-1.4,8.4,-18.6
O=C(N/N=C\c1ccncc1)c1ccccc1O,-3.5,8.9,-1.9,0.8,6.1,0.0,-1.1,-1.9,10.7
Cc1[nH]nc2c1C(c1ccccn1)N(c1ccc(Br)cc1)C2=O (centres undefined),-2.4,-0.8,-0.7,-1.9,-1.2,-0.1,-0.9,6.8,13.7
O=[N+]([O-])c1ccc(N2CCN(CCO)CC2)cc1Sc1nc2ccccc2[nH]1,-0.8,-5.6,-1.6,3.1,16.8,0.0,-2.1,4.7,-4.1
COc1ccc(-c2ccnc(SCC(=O)Nc3ccccn3)n2)cc1,-8.4,-1.9,2.6,3.9,-26.5,0.0,1.8,3.6,9.1
Cc1nc(NS(=O)(=O)c2ccccc2)sc1C(=O)NN,0.8,5.4,2.4,2.5,1.2,0.0,-0.3,1.9,13.6
CCOC(=O)c1oc2ccccc2c1NC(=O)c1cccs1,-0.2,-0.5,0.6,3.6,3.6,0.0,1.1,9.0,17.2
CCOC(=O)C1=C(C)NC(=S)NC1c1ccc(C)s1 (centres undefined),1.1,0.0,0.9,2.0,4.6,0.0,-2.5,-1.0,-10.8
C=CCc1c(C)nc(-c2ccccc2)nc1Nc1ccccc1O,9.7,-13.3,3.8,2.7,-1.6,-0.1,25.2*,-1.8,-29.8
CN(C)S(=O)(=O)c1ccc(C(=O)OCC(=O)c2ccc3c(c2)NC(=O)CO3)cc1,-2.1,2.2,0.1,-5.1,1.2,0.1,-0.7,6.6,6.8
COc1cccc(NC(=S)N(C)C2CCN(C)CC2)c1,5.2,0.7,-0.4,-1.5,-5.2,0.1,2.7,2.4,9.5
C=CCN(C(=O)Cn1ncc2c1-c1cc(C)ccc1OC2)c1ccccc1,0.9,2.4,3.6,-0.6,-2.6,0.2,-4.3,5.5,-8.0
CC1CCN(C(=O)COC(=O)c2ccc(Br)o2)CC1,-2.5,-2.9,0.8,-3.9,7.2,0.0,-3.0,6.4,-10.3
O=C(NC1CCCC1)C(c1ccncc1)N(C(=O)c1ccco1)c1ccc(F)c(Cl)c1 (centres undefined),-1.6,-0.3,1.8,-4.2,-16.4,0.0,1.9,-8.8,1.9
COc1ccc(C(=O)Nc2ccc(-c3ccc(C)o3)cc2)cc1S(=O)(=O)N1CCOCC1,-1.7,0.5,2.8,5.0,62.9*,-0.1,-1.0,-2.9,3.0
COc1ccc(OCC(=O)Nc2ccccc2OC)cc1,-3.5,0.1,0.3,3.0,0.2,0.1,-2.1,-1.5,-3.0
CC(=O)Nc1c(NC(C)C)c2ccccc2oc1=O,-2.4,-4.5,2.4,-3.9,4.4,0.0,-4.8,6.5,-22.2
O=C(OCC(=O)N1CCCCC1)c1ccccc1SCC(=O)N1CCCCC1,-2.8,3.6,2.6,-6.1,-0.8,0.0,-0.4,9.3,21.1
Cc1ccsc1C1C(C#N)=C(N)N(N(C)C)C2=C1C(=O)CC(C)(C)C2 (centres undefined),9.3,-3.3,0.6,2.9,-0.6,0.0,-0.8,-0.2,-0.4
O=C(CCC(=O)c1cccs1)NCC(=O)Nc1ccc(F)c(F)c1F,1.2,-6.8,0.0,-4.2,9.8,0.0,1.4,-13.9,-41.9
COc1cccc2sc(N(CCCN(C)C)C(=O)C(c3ccccc3)c3ccccc3)nc12,4.0,-5.0,2.9,1.1,-72.5,0.2,3.0,-24.8,-12.9
COc1ccc(CCN2C(=O)CC(Cc3ccc(C)cc3)C2=O)cc1OC (centres undefined),-1.1,6.3,1.4,0.7,-32.9,-0.1,3.3,-1.2,20.3

# Compounds from the list above that have two or more sulfur atoms, in the order listed:
smiles,PP1 counter,core dimer inh,PP5 primary,Fh CTSL1 inh,PREPL inh,Efflux pump inh,TPT1 inhibitor,EBNA-1 inh,ZTA DNA inh
O=C1CSC(c2ccc(Cl)c(Cl)c2)N1c1nccs1 (centres undefined),4.5,·,0.9,·,-22.3,0.1,·,·,-14.6
O=C(NC(=S)Nc1cccc(S(=O)(=O)NC2=NCCC2)c1)c1cc(-c2ccco2)nc2ccccc12,9.2,32.1,2.2,3.1,15.8,-0.2,-8.2,-2.0,-6.3
Cc1nc(NS(=O)(=O)c2ccccc2)sc1C(=O)NN,0.8,5.4,2.4,2.5,1.2,0.0,-0.3,1.9,13.6
CCOC(=O)C1=C(C)NC(=S)NC1c1ccc(C)s1 (centres undefined),1.1,0.0,0.9,2.0,4.6,0.0,-2.5,-1.0,-10.8

# From PubChem BioAssay
